CHRM4 antagonist = CHRM4 antagonism in calcium assay | P08173 | 0.73% of 360,000 active | AID 624125 | inhibition, % at 3 µM | CHO-hM4 cells, ACh EC80, Fluo-8 calcium fluorescence;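 active = inhibition above its plate's cutoff, the mean inhibition of sample wells plus 3 SD, cut at about 27% in these data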;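 also: 0% = acetylcholine EC80 with DMSO and 100% = DMSO without agonist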
CHRM5 antagonist = blocks acetylcholine activation of human M5 receptor. P08912. CHO-hM5 cells, Fluo-8 calcium fluorescence, ACh EC80. inhibition, % at 3 µM. 0.59% of 360,000 active;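 active = inhibition above a per-plate cutoff, the mean of that plate's test compounds plus 3 SD, cut at about 27% in these data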;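 also: 0% = acetylcholine EC80 with DMSO and 100% = DMSO without agonist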
Target sequence (P08912 whole entry, looked up): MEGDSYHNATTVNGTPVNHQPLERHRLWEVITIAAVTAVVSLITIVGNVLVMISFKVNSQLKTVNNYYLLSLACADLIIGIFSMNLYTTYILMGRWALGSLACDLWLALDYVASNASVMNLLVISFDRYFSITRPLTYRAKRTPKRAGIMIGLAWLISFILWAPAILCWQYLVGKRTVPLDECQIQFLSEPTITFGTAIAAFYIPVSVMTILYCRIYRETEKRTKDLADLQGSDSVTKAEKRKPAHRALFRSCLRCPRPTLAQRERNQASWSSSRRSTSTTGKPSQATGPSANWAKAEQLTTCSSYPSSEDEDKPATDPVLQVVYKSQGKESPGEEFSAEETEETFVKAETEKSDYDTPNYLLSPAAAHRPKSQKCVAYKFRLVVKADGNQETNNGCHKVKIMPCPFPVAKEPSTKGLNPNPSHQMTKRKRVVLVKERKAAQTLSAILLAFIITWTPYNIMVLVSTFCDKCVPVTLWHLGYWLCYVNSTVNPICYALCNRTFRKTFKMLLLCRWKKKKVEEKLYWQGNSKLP
CHRM5 agonist = CHRM5 agonism in calcium assay. P08912. CHO-K1 hM5 cells, Fluo-8 calcium fluorescence; 0% DMSO wells, 100% maximal acetylcholine response. activation, % at 3 µM. 0.19% of 360,000 active. AID 624037;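 active = activation above the run's mean over test compounds plus 3 SD, cut at about 23% in these data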;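 also: signal is peak over basal fluorescence ratio across the kinetic read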
CHRM1 PAM = positive allosteric modulators of human M1 muscarinic receptor | AID 588819 | activation, % at 3 µM | 0.088% of 360,000 active | CHO-K1 hM1, Fluo-8 calcium fluorescence, ACh EC20; 0% = ACh EC20, 100% = maximal ACh; in the data active = activation above about 19%, passing the limit was not always enough
Target sequence (P11229 whole entry, looked up): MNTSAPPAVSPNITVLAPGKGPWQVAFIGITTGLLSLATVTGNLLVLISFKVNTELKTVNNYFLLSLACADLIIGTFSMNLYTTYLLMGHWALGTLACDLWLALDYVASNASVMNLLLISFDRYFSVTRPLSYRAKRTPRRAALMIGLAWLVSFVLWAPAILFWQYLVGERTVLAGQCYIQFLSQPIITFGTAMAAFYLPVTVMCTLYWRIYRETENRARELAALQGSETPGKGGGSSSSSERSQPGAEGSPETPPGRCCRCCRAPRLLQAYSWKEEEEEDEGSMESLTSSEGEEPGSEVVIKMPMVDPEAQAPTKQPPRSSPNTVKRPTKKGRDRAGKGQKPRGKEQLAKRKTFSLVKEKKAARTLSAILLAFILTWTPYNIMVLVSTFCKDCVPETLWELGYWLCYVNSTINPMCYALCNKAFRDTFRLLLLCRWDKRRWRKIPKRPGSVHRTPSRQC
CRFBP-R2 block = blocks CRF-induced signaling of the CRF-BP/CRF-R2 complex; 0.59% of 350,000 active; HEK293 CRF-R2/CRF-BP, CRF-induced calcium fluorescence; inhibition, % at 11.8 µM; AID 588475;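 active = inhibition of the ligand-induced calcium signal above about 50% at the single tested concentration, limit read from the data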
CHRM5 PAM = CHRM5 positive allosteric modulation; P08912; CHO-K1 hM5, Fluo-8 calcium, ACh EC20 PAM; 0% = ACh EC20, 100% = ACh EC100; 0.3% of 360,000 active; activation, % at 3 µM;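 active = activation above the run cutoff, the mean activation of all test compounds plus 3 SD, cut at about 18% in these data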
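Probe or stimulus: acetylcholine, EC20 level; Assay system: human M5 receptor in CHO-K1 cells; Schedule: compound preincubation 140 s before EC20 acetylcholine addition; Technique: intracellular calcium via Fluo-8 fluorescence; Dosing: single-point, 3 µM nominal; Read-out basis: percent activation from peak-over-basal fluorescence ratio, scaled EC20-to-EC100 acetylcholine; Repeats: one well per compound, no replicates.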
CHRM4 agonist = agonists of human muscarinic M4 receptor (CHRM4). P08173. CHO-K1 hM4/Gqi5, Fluo-8 calcium fluorescence; vehicle 0%, full acetylcholine response 100%. activation, % at 3 µM. 0.14% of 360,000 active;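 active = activation above the run mean over all test wells plus 3 SD, cut at about 32% in these data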;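 also: peak over basal fluorescence ratio per well then scaled between controls; 0% = DMSO wells and 100% = acetylcholine at EC100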
CRFR2-BP ag = CRF-BP/CRF-R2 complex agonism. HEK293 CRF-R2/CRF-BP, calcium dye fluorescence (FLIPR); percent of saturating CRF peptide response. activation, % at 13.2 µM. 0.46% of 350,000 active. AID 588473;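 active = activation of at least 50%, plus an integration ratio under a set limit after plate pattern correction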;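 also: plate controls were neutral control wells without compound for no effect and CRF at EC100 for full effect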
CHRM4 PAM = potentiates acetylcholine response at human M4 receptor; P08173; CHO-K1 hM4/Gqi5, Fluo-8 calcium fluorescence, ACh EC20; 0% = ACh EC20, 100% = maximal ACh; 0.4% of 360,000 active; activation, % at 3 µM; AID 624126;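 active = activation above its plate's cutoff, the mean activation of sample wells plus 3 SD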; also: some results filed as inactive read as strong as hits
The depositor's hits bear a star; / = not tested or not shown.

SMILES	CHRM4 antagonist	CHRM5 antagonist	CHRM5 agonist	CHRM1 PAM	CRFBP-R2 block	CHRM5 PAM	CHRM4 agonist	CRFR2-BP ag	CHRM4 PAM
COc1ccc(C2C(C(=O)Nc3ccccc3)=C(C)Nc3nc(CCCO)nn32)cc1 (stereo not given)	-1	-1	0	8	5	0	1	2.3	13
COc1cccc(NC(=S)NNC(=O)c2c([N+](=O)[O-])c(C)nn2C)c1	4	-10	3	12	-12	3	1	-1.6	34*
O=[N+]([O-])c1ccccc1S(=O)(=O)Nc1ccc(-c2ccc3nncn3n2)cc1	-15	-2	1	15	-5	6	1	0.1	7
O=S(=O)(c1cccc2ccccc12)N1CCCCC1	-8	-6	-3	10	5	3	-1	0.2	4
CCCN(CC(=O)Nc1ccccc1C)C(=O)c1ccc(Cl)c(S(=O)(=O)N2CCCC2)c1	-6	-1	2	6	-2	-1	1	-1.9	7
C#Cc1ccc(NC(=O)C2(C)CCN2C(=O)c2cc(C)n(C)n2)cc1 (stereo not given)	-1	-8	2	-1	/	-1	6	/	-4
COC(=O)[C@@]1(Cc2ccc(OC)cc2)[C@H]2c3cc(C(=O)N4CCCC4)n(Cc4ccsc4Br)c3C[C@H]2CN1C(=O)c1ccccc1	-13	-11	-2	/	/	1	1	/	-3
O=c1c2c([N+](=O)[O-])cc([N+](=O)[O-])cc2sn1-c1ccc(Br)cc1	-3	8	-2	-7	10	-6	0	-1.0	-1
C=CC[n+]1c(-c2ccc(C)cc2)csc1NNC(=O)Nc1ccccc1	3	-2	1	-4	1	-2	3	1.6	-9
COc1ccc(Nc2nc(C)cc(-c3cc(-c4ccccc4)on3)n2)cc1	9	5	1	-4	10	1	1	1.3	1

Record cards, from the list above. Screens in order: CHRM4 antagonist | CHRM5 antagonist | CHRM5 agonist | CHRM1 PAM | CRFBP-R2 block | CHRM5 PAM | CHRM4 agonist | CRFR2-BP ag | CHRM4 PAM
O=c1c2c([N+](=O)[O-])cc([N+](=O)[O-])cc2sn1-c1ccc(Br)cc1 is listed with -3 | 8 | -2 | -7 | 10 | -6 | 0 | -1.0 | -1
O=[N+]([O-])c1ccccc1S(=O)(=O)Nc1ccc(-c2ccc3nncn3n2)cc1 is listed with -15 | -2 | 1 | 15 | -5 | 6 | 1 | 0.1 | 7

The list goes on:
SMILES	CHRM4 antagonist	CHRM5 antagonist	CHRM5 agonist	CHRM1 PAM	CRFBP-R2 block	CHRM5 PAM	CHRM4 agonist	CRFR2-BP ag	CHRM4 PAM
CCOC(=O)c1c(C)[nH]c(C)c1C(=O)CSc1nnc(-c2ccncc2)n1Cc1ccccc1	-1	0	-1	10	-5	-1	2	-0.8	0
CC(=O)N1C[C@H]2CON(C)[C@H]2C[C@H]1c1cccc(-c2ccccc2)c1	10	12	1	8	-8	-3	0	-0.9	1
COc1cc(/C=N/N(C)C)cc(Br)c1O	5	-3	2	23*	6	11	0	-1.4	3
Cc1csc(N/N=C/c2ccc([N+](=O)[O-])cc2)n1	1	4	1	2	-2	-3	1	-0.2	-3
COc1ccc(OCCCC(=O)Nc2nnc(C3CCCO3)s2)cc1 (stereo not given)	14	0	1	1	-13	-2	1	0.2	9
Cc1ccc(C(=O)COC(=O)c2cccc([N+](=O)[O-])c2)s1	2	7	-1	9	4	-8	0	-0.1	5
COc1cc(C(N)=O)cc(Br)c1OC	18	9	0	6	3	-10	1	-1.2	5
Nc1c(-c2ccccc2)c(CN2CCOCC2)nn1-c1ccc(C(=O)O)cc1	-6	-8	-1	6	-9	4	0	-0.1	-2
COC(=O)c1ccccc1NC(=O)C1COc2ccccc2O1 (stereo not given)	-2	5	-6	-4	24	-11	-1	2.6	-5
O=C(Nc1ccnn1C1CCN(Cc2cccc(OCCO)c2)CC1)c1cccc(F)c1	0	5	-8	-4	4	-3	1	-5.1	0
CC(C)(C)c1ccc(-c2nnc(SCC(=O)Nc3sc4c(c3C#N)CCCC4)o2)cc1	-6	-8	-2	0	6	5	0	1.0	1
CCOC(=O)c1c(C)[nH]c(C)c1C(=O)CN1C(=O)NC(CC(C)C)C1=O (stereo not given)	-1	-3	-7	7	-16	1	0	-0.1	-2
O=[N+]([O-])c1ccc2cn(C3OC(CO)C(O)C3O)nc2c1 (stereo not given)	-10	3	-1	12	-17	-4	1	-0.4	8
O=C(c1ccc(Cl)cc1)c1nnc(-c2ccncc2)o1	-2	0	-1	11	3	-3	1	0.3	-1
c1ccc(-c2ccc(-n3ccnc3)cc2)cc1	7	0	-1	-1	-14	-2	2	-2.8	-8
CC(NC(=O)COC(=O)/C=C/c1ccco1)c1ccccc1 (stereo not given)	2	-1	2	2	-16	6	1	2.5	-2
c1cn(CCCNC2=NCCCCC2)cn1	-4	-1	0	4	-8	-1	1	0.5	6
O=C(Nc1nncs1)c1cccnc1Cl	10	0	0	1	5	-4	1	-1.2	0
CCN1CCc2c(sc3c2c(NCc2ccco2)nc2nnnn23)C1	4	5	-11	1	-10	-4	1	11	-4
C=CCSc1nc(=O)n2ccc(C)cc2n1	4	0	0	-1	5	0	0	-0.3	-8

CHRM1 PAM, entries above that show a hit
SMILES	CHRM4 antagonist	CHRM5 antagonist	CHRM5 agonist	CHRM1 PAM	CRFBP-R2 block	CHRM5 PAM	CHRM4 agonist	CRFR2-BP ag	CHRM4 PAM
COc1cc(/C=N/N(C)C)cc(Br)c1O	5	-3	2	23*	6	11	0	-1.4	3

The results go on.
SMILES	CHRM4 antagonist	CHRM5 antagonist	CHRM5 agonist	CHRM1 PAM	CRFBP-R2 block	CHRM5 PAM	CHRM4 agonist	CRFR2-BP ag	CHRM4 PAM
Cc1ccc(-c2nc(CS(=O)CC(=O)N3CCN(c4ccccc4)CC3)c(C)o2)cc1 (stereo not given)	-5	4	-7	4	6	-2	4	-4.4	1
O=S(=O)(c1ccc(Br)s1)N1CCCCC1	1	-9	-3	-1	5	7	-1	0.8	14
O=C1CCN(S(=O)(=O)c2ccccc2)CCN1CCOCc1cccc(F)c1	-4	3	-4	10	11	1	3	-1.6	12
Cc1ccc(C)c(CN2C(=O)C3(OCCCO3)c3ccccc32)c1	-7	0	-3	7	24	-3	0	-1.3	10
Cc1ccc(C(=O)N/C(=C/c2cccnc2)C(=O)N2CCCCCC2)cc1	4	1	-2	11	-2	-8	1	-0.1	1
C#Cc1cccc(NC(=O)C2CCN(C(C)=O)CC2)c1	3	2	4	10	-12	2	2	-3.0	-1
Cc1c(C(=O)N/N=C/c2ccc(-c3ccccc3[N+](=O)[O-])o2)sc(N)c1C#N	-3	5	2	-8	-19	-9	11	0.2	-4
COc1ccc(/C(N)=N/OC(=O)c2cccs2)cc1	6	-10	4	2	-7	14	1	5.9	6
CC(Sc1nc(N2CCOCC2)c2c(c1C#N)CC(C)(C)OC2)C(=O)O (stereo not given)	3	12	-3	-3	2	-1	0	-0.4	7
COC(=O)[C@@]12C[C@@H](CC(=O)NCCCN3CCCC3=O)C(=O)N(Cc3ccccc3)C1=CCC(C)(C)C2	-6	-13	3	/	/	6	4	/	1
COc1ccc(C(C#N)(CC(=O)O)c2cnccn2)cc1OC (stereo not given)	-16	11	-1	10	4	-1	0	-0.9	19
O=CN1CCN(C(=O)c2ccc(-c3nc4ccccc4s3)s2)CC1	-9	5	-4	8	8	1	3	0.5	7
O=C(NC(=S)Nc1ccc(F)c([N+](=O)[O-])c1)c1ccccc1F	3	8	-7	2	-3	-8	0	0.9	-3
CCOC(=O)[C@H]1[C@H]2COc3ccc(Br)cc3[C@@H]2N2C(=O)CN(Cc3ccco3)C(=O)[C@@]12C	3	9	6	0	-3	-4	7	-3.8	-2
CN(C)CCNc1ncnc2c1ncn2[C@H]1CN(Cc2cccnc2)C[C@@H](CO)O1	6	0	0	3	/	4	0	/	-1
COc1ccc(/C=N/Nc2ncccc2[N+](=O)[O-])c(OC)c1	-3	1	-6	6	45	-6	-1	-8.1	-3
CCN(CC)C(=O)Oc1ccc2c(=O)c(-c3ccccc3)coc2c1	3	3	-2	-5	10	-1	0	6.6	2
O=C(Nc1ccc2c(c1)OCCO2)c1cccc(S(=O)(=O)N2CCOCC2)c1	0	2	-1	4	13	-4	-3	-0.9	-1
CCC1(CC)NC(=O)N(CC(=O)Nc2ccc(OCc3ccccc3)cc2)C1=O	-4	3	3	-3	-9	-9	11	0.6	2
O=C(NN1C(=O)C2C(c3ccccc3)C=CC(c3ccccc3)C2C1=O)c1ccccc1 (stereo not given)	2	11	-8	-27	8	-19	14	-1.5	-10
Cc1cccc(NS(=O)(=O)c2cccc3nonc23)c1	-4	4	-5	-5	-26	0	1	-0.5	6
C=CCN(CC=C)S(=O)(=O)c1ccc(C(=O)Nc2sc3c(c2C(N)=O)CCCCC3)cc1	-1	8	0	-5	-48	-10	1	3.3	3
COC(=O)c1ccc(/C=N\N2CCN(Cc3ccc(C)cc3)CC2)cc1	1	0	-4	12	-7	-3	0	-1.8	11
CC1Cn2c(COc3ccccc3)nnc2S1 (stereo not given)	-2	6	0	-7	-5	-5	0	-2.2	-1
CN(C)c1ccc(/C=N/NC(=O)C(O)c2ccc(Br)cc2)cc1 (stereo not given)	-10	-10	4	15	2	20*	2	-0.4	4
CC(Oc1ccc(Br)cc1)C(=O)Nc1nc(-c2ccccn2)cs1 (stereo not given)	12	7	-3	-7	-19	-5	9	-7.0	-5
Cc1cc(NC(=O)CCN2CCC(C)CC2)ccc1Br	1	7	-6	3	-14	11	10	5.4	-6
CCSc1nc2sc3c(c2c(=O)n1-c1ccccc1)CCN(C)C3	2	3	-15	-17	3	-3	1	-1.1	-10
CCC1CC(C)(C(=O)Nc2ccc(S(N)(=O)=O)cc2)OC1=O (stereo not given)	5	6	0	7	3	-1	0	-0.2	-4
COc1ccc(/C=N/n2cnc3c([nH]c4ccccc43)c2=O)cc1CO	1	1	2	2	9	2	1	-4.8	-1
Cc1ccc(S(=O)(=O)N2[C@@H](c3ccc(Cl)c(Cl)c3)C(C(=O)O)=C[C@H]2CC2CCCC2)cc1	5	2	2	-5	30	-8	2	10	-1
c1ccc2c(c1)nc(NCc1ccc3c(c1)OCO3)n2CCN1CCOCC1	6	-1	-3	-1	27	-3	1	0.4	-12
CCOc1cc(N2CCOCC2)c(OCC)cc1NC(=O)c1[nH]c(C)c(C(C)=O)c1C	13	8	5	-3	6	-8	1	-2.8	-1
CC[N+](CC)(CC#Cc1ccccc1)CC#Cc1ccccc1	23	31*	-22	-20	0	-31	0	-2.6	-48
CN(Cc1ccccc1)C(=O)CN(c1ccccc1Cl)S(C)(=O)=O	-10	5	-3	16	5	2	0	0.3	-8
CC(C)NC1(C#N)CCN(Cc2ccccc2)CC1	-15	6	0	7	16	9	1	-1.7	1
CC(C)NC(=O)Nc1cccc2c1O[C@H](CN(C)C(=O)NC1CCCCC1)[C@H](C)CN([C@H](C)CO)C2=O	0	3	1	9	-4	4	1	-1.3	7
Cc1nc(-c2cccc(N)c2)cs1	-1	-3	-1	4	18	2	1	0.1	8
CC(C)[C@H](NC(=O)c1ccc(Br)cc1)C(=O)NC1CCCCC1	4	-4	1	-5	1	2	1	0.7	1
CC(=O)c1sc2ccccc2c1OC(=O)c1ccco1	7	1	-1	3	5	-1	1	0.0	0
COc1ccc(C(=O)N2CCC(C(=O)NC3CC3)CC2)cc1	4	10	-1	2	10	3	1	0.9	-3
Cc1ccc(C)c(NC(=S)NC(NC(=O)Cc2ccccc2)C(Cl)(Cl)Cl)c1 (stereo not given)	-12	5	1	3	10	-3	1	4.6	7
Cn1nnc2cc(C(=O)N3CCN(c4ccccc4)CC3)ccc21	-15	5	-7	3	4	-2	1	-1.7	-1

Screens deposited in PubChem BioAssay by several laboratories.
